All columns: NCI-60 one-dose screen, growth in % after 48 h at 10 µM unless noted; 100 = growth as untreated, 0 = no growth, -100 = all killed.
SF-539 = SF-539 CNS cancer. hit rate 6.8% among 81,000. AID 1794752
DU-145 = DU-145 prostate cancer; AID 1794760; hit rate 4.2% among 81,000
786-0 = 786-0 renal cancer cells. hit rate 5.1% among 81,000
SF-295 = SF-295 CNS cancer cells. hit rate 5.6% among 79,000. AID 1794758
UO-31 = UO-31 renal cancer. hit rate 5.2% among 81,000. AID 1794768
PC-3 = PC-3 prostate cancer cells | hit rate 3.9% among 80,000 | AID 1794754
SN12C = SN12C renal cancer cells; AID 1794767; hit rate 3.8% among 81,000
U251 = U251 CNS tumor cells. hit rate 5.4% among 80,000
TK-10 = TK-10 renal cancer cells | hit rate 3.9% among 81,000
* = called active by the depositor; . = not tested or not shown. The calls were made as follows: active = growth percent below 10; inactive = the rest. Hits appear at their usual frequency; about 10% have a hit in one of these screens.

1: Cn1nc(N)c2cc([C@@H]3Nc4ccc5[nH]ncc5c4[C@H]4C5CCC(C5)[C@@H]34)ccc21 (stereo partly drawn)
2: COc1ccc(/C(C)=N/N=C2C(=O)N(Cc3ccccc3)c3ccc(Cl)cc32)cc1S(N)(=O)=O
3: O=C(CCCl)c1ccc(Oc2ccccc2)cc1
4: COc1ccc(Cn2cc(C(=O)Nc3cccnc3Nc3ccc(F)cc3)nn2)cc1
5: Nc1ccc(S(=O)(=O)N/N=C/c2ccccc2Cl)cc1
6: C=CC(=O)Nc1cccc(-c2nc(SC)nc(NCCN3CCOCC3)c2C#N)c1

entry no. | 1 | 2 | 3 | 4 | 5 | 6
SF-539 | -15.5* | 85.8 | 88.4 | 107.2 | 94.1 | 93.3
DU-145 | 18.8 | 91.5 | 103.0 | 97.0 | 113.3 | 94.7
786-0 | 34.7 | 78.3 | 88.0 | 98.0 | 110.1 | 87.5
SF-295 | 9.6* | 70.2 | 90.0 | 105.4 | 92.2 | 105.7
UO-31 | 40.6 | 63.7 | 78.2 | 75.0 | 101.5 | 61.4
PC-3 | 17.4 | 56.3 | 89.1 | 90.1 | 127.0 | 92.7
SN12C | 50.7 | 83.4 | 97.7 | 99.8 | 91.8 | 81.2
U251 | 21.1 | 88.4 | 83.2 | 100.4 | 108.3 | .
TK-10 | 80.4 | 111.5 | 91.5 | 104.7 | 111.2 | 133.7

7: O=C(O)c1cccc2c1-c1ccccc1C(Br)C2Br (stereo not drawn)
8: CC(=O)OC1C=CC(OC(C)=O)O1 (stereo not drawn)
9: Cn1c(=O)c2nc3n(c2n(C)c1=O)C(=N)C(C(=O)c1ccccc1)N=N3 (stereo not drawn)
10: N#CCc1[nH]nc(N)c1C#N
11: CCOC(=O)c1sc(NCC(=O)Nc2ccc(Br)cc2)c(C(=O)OCC)c1C
12: CCCCCC1=CC(=O)C=C(OC)C12C(=O)Oc1cc(O)c(C(=O)O)c(CCCCC)c12 (stereo not drawn)

entry no. | 7 | 8 | 9 | 10 | 11 | 12
SF-539 | 106.3 | 111.6 | 98.2 | 102.7 | 108.8 | 98.9
DU-145 | 119.7 | 100.6 | 120.3 | 114.3 | 103.5 | 103.6
786-0 | 99.9 | 94.6 | 98.7 | 102.5 | 106.5 | 95.3
SF-295 | 97.7 | 93.5 | 97.5 | 114.1 | 96.4 | 99.2
UO-31 | 97.7 | 59.4 | 77.1 | 90.3 | 91.8 | 83.5
PC-3 | 104.0 | 92.7 | 102.7 | 94.0 | 92.3 | 100.3
SN12C | 109.1 | 89.8 | 101.3 | 105.7 | 86.8 | 106.6
U251 | 99.3 | 88.6 | 107.1 | 101.0 | 93.1 | 98.7
TK-10 | 125.5 | 102.4 | 109.9 | 97.9 | 89.3 | 91.9

13: CCOC(=O)c1nnc2cc(-c3ccccc3)nn2c1-c1ccccc1
14: O=C1O/C(=C\c2ccccc2)c2c(Br)c(Br)c(Br)c(Br)c21
15: CCCO/N=C/c1cccc(C)n1
16: CCCC1CCCCN1C(=O)OCC(C)C (stereo not drawn)
17: O=C1C(N2CCOCC2)=C(I)C(=O)c2ncccc21
18: CC1/C=C/C=C/CC/C=C/C=C/C=C/C=C/C(OC2OC(C)C(O)C(N)C2O)CC2OC(CC(O)C(O)CCC(O)CC(O)CC(O)CC(=O)OC(C)C(C)C1O)CC(O)C2C(=O)O (stereo not drawn)

entry no. | 13 | 14 | 15 | 16 | 17 | 18
SF-539 | 97.2 | 109.6 | 112.5 | 100.0 | 82.7 | 95.9
DU-145 | 109.3 | 124.0 | 117.9 | 104.4 | 84.8 | 162.5
786-0 | 95.4 | 114.9 | 104.8 | 106.4 | 90.0 | 102.9
SF-295 | 110.3 | 104.1 | 115.2 | 94.5 | 97.3 | 108.0
UO-31 | 78.4 | 85.4 | 99.1 | 74.5 | 54.3 | 105.7
PC-3 | 104.4 | 90.6 | 96.1 | 96.5 | 79.4 | 92.8
SN12C | 105.7 | 95.6 | 98.0 | 102.1 | 60.6 | 100.6
U251 | 105.7 | 103.1 | 96.8 | 103.3 | 61.9 | 98.5
TK-10 | 169.2 | 96.2 | 105.9 | 106.9 | 111.3 | 113.0

19: O=C(Nc1nn(-c2c(Cl)cc(Cl)cc2Cl)nc1-c1ccccc1)c1ccccc1
20: Cc1oc(-c2ccccc2)nc1CNC1CCCCCC1
21: CCCC(OC(=O)CC)c1ccc(Cl)cc1 (stereo not drawn)
22: CCOc1ccc(NC(=O)c2ccc[n+](CCc3ccccc3)c2)cc1
23: COc1ccccc1Cn1cc2c(c1)-c1oncc1CC2
24: COc1ccc(C(=O)C(CN(C)C)CN(C)C)cc1

entry no. | 19 | 20 | 21 | 22 | 23 | 24
SF-539 | 101.6 | 100.3 | 97.7 | 100.7 | -13.8* | 96.3
DU-145 | 120.1 | 105.6 | 114.0 | 102.3 | 22.5 | 56.9
786-0 | 96.6 | 76.2 | 110.1 | 110.0 | 38.6 | 87.8
SF-295 | 51.4 | 99.6 | 129.6 | 110.0 | -28.8* | 101.9
UO-31 | 79.6 | 63.8 | 92.4 | 83.2 | 31.6 | 17.0
PC-3 | 83.0 | 84.2 | 96.0 | 66.2 | 25.4 | 89.6
SN12C | 93.8 | 94.1 | 105.1 | 100.8 | 39.0 | 98.9
U251 | 91.1 | 90.9 | 121.2 | 97.3 | 28.4 | 102.0
TK-10 | 104.2 | 88.3 | 107.8 | 94.1 | 65.6 | 15.7

25: CCCOC(=O)c1ccc(O)c(OC)c1
26: CCCCCCC1=C(P(=O)(O)OCC)N[C@H](C(=O)O)CS1
27: C=C1C(=O)O[C@H]2[C@H]1CC/C(Cn1cc(-c3ccccc3C(F)(F)F)nn1)=C\CC[C@@]1(C)O[C@@H]21
28: COc1ccc(CN2CC3CC3(COc3ccc(C)c(F)c3)C2)cc1F (stereo not drawn)
29: O=c1[nH]c2ccccc2cc1-c1nc2ccccc2[nH]1
30: CCN(CC)CCC(CNc1ccnc2cc(Cl)ccc12)c1ccccc1 (stereo not drawn)

entry no. | 25 | 26 | 27 | 28 | 29 | 30
SF-539 | 97.1 | 98.9 | -74.9* | 108.0 | 65.6 | -15.2*
DU-145 | 110.9 | 106.4 | -95.4* | 110.3 | 73.5 | 89.4
786-0 | 96.7 | 93.4 | -81.2* | 104.5 | 102.1 | 69.8
SF-295 | 96.6 | 93.1 | 58.8 | 104.5 | 108.2 | -21.4*
UO-31 | 89.6 | 79.9 | -94.5* | 87.2 | 106.8 | 15.2
PC-3 | 97.6 | 93.6 | -31.1* | 105.2 | 58.3 | 56.5
SN12C | 97.6 | 93.2 | -35.3* | 108.9 | 100.3 | 75.8
U251 | 99.9 | 96.3 | 13.1 | 99.4 | 73.6 | 50.7
TK-10 | 95.1 | 99.2 | -50.1* | 102.1 | 57.6 | 55.9

31: ClCc1cccc(CSc2ncnc3nc[nH]c23)c1
32: CC(=O)NC1=C(C#N)C(c2ccccc2)c2c(ccc3ccccc23)O1 (stereo not drawn)
33: CCn1c(SCC(=O)c2ccc(OC)cc2)nnc1-c1ccncc1
34: CCCC(=O)N(Cc1ccccc1)Cc1ccccc1
35: CCN(CC)C(=O)C1CCN(C)CC1
36: CN1CCN(Cc2ccc(NC(=O)c3cncc(C#Cc4cnc(N)nc4)c3)cc2C(F)(F)F)CC1

entry no. | 31 | 32 | 33 | 34 | 35 | 36
SF-539 | 90.6 | 93.8 | 103.6 | 96.4 | 97.9 | 14.6
DU-145 | 100.3 | 108.4 | 105.6 | 112.7 | 110.3 | 34.4
786-0 | 92.8 | 93.7 | 103.0 | 100.2 | 100.5 | 40.0
SF-295 | 102.1 | 92.4 | 99.7 | 99.2 | 100.9 | 33.1
UO-31 | 62.8 | 53.3 | 95.8 | 92.9 | 92.4 | 5.0*
PC-3 | 79.5 | 80.6 | 107.3 | 93.6 | 97.3 | 35.1
SN12C | 98.2 | 90.5 | 100.7 | 106.1 | 103.7 | 11.5
U251 | 73.2 | 98.8 | 101.8 | 98.3 | 101.5 | 30.3
TK-10 | 123.2 | 177.3 | 107.8 | 102.2 | 91.1 | 17.4

Next part:
Keys: A = SF-539; B = DU-145; C = 786-0; D = SF-295; E = UO-31; F = PC-3; G = SN12C; H = U251; I = TK-10
37: c1ccc(C2OCCO2)nc1
  A: 104.9	B: 108.6	C: 98.8	D: 100.4	E: 84.2	F: 98.0	G: 98.3	H: .	I: 105.4
38: Cc1ccc(S(=O)(=O)NCCNc2nccc(-c3c(-c4ccc(O)cc4)nc4sccn34)n2)cc1
  A: 107.4	B: 101.7	C: 97.3	D: .	E: 84.0	F: 86.5	G: 93.3	H: 103.9	I: 120.9
39: N#Cc1ccccc1-c1ccc(CN2C(=O)S/C(=C\c3ccccc3)C2=O)cc1
  A: 92.4	B: 111.0	C: 104.0	D: 101.2	E: 101.4	F: 105.2	G: 93.7	H: 103.8	I: 97.9
40: COc1ccc(-c2nc3ncccn3c2/C=C/C(=O)c2cc(OC)c(OC)c(OC)c2)cc1
  A: -87.2*	B: 2.9*	C: -26.0*	D: -31.5*	E: 17.0	F: 19.0	G: 15.7	H: -16.8*	I: 15.5
41: Cn1cnc2c(SCc3ccccc3)ncnc21
  A: 98.9	B: 108.7	C: 95.9	D: 97.1	E: 94.3	F: 105.2	G: 93.3	H: 101.3	I: 80.5
42: N#Cc1n[nH]n2c1nc(=O)c1sc3c(c12)CCCC3
  A: 100.1	B: 103.4	C: 101.9	D: 101.2	E: 89.3	F: 97.3	G: 103.7	H: 100.3	I: .
43: COc1ccc2nc3ccccc3c(NCc3ccc(F)cc3)c2c1
  A: 3.8*	B: 16.5	C: 6.8*	D: 14.4	E: -8.2*	F: 17.1	G: 17.0	H: 22.1	I: 37.8
44: O=C(CCN1C(=O)c2ccccc2C1=O)c1ccccc1
  A: 102.8	B: 111.2	C: 122.2	D: 91.8	E: 97.3	F: 95.8	G: 112.2	H: 103.1	I: 91.6
45: OCC1Cc2ccccc2C1
  A: 101.0	B: 110.7	C: 109.3	D: 97.8	E: 76.4	F: 95.4	G: 100.5	H: 103.5	I: 106.8
46: OCCN1CCNCC1
  A: 105.4	B: 110.1	C: 100.8	D: 96.2	E: 95.7	F: 94.2	G: 99.4	H: 96.9	I: 96.3
47: Cn1c(=O)c2c(nc(NCCc3ccc(O)c(O)c3)n2CCc2ccccc2)n(C)c1=O
  A: 93.2	B: 99.0	C: 95.6	D: 103.0	E: 72.0	F: 83.2	G: 91.6	H: 85.3	I: 81.0
48: CC(/C=C/c1ccc(Br)cc1)c1ccc(Br)cc1 (stereo not drawn)
  A: 110.9	B: 115.7	C: 97.6	D: 116.3	E: 68.9	F: 91.8	G: 101.0	H: 93.1	I: 88.9
49: O=C(c1cccnc1)c1cc(-c2ccccn2)c(=O)n2ccccc12
  A: 103.9	B: 117.5	C: 88.3	D: 116.0	E: 80.2	F: 94.4	G: 103.6	H: 108.8	I: 115.9
50: C=C(C)[C@@H](/C=C/[C@@H](C)[C@H]1CC[C@H]2C3=CC[C@H]4C[C@@H](O)CC[C@]4(C)[C@H]3CC[C@]12C)CC
  A: 93.5	B: 115.7	C: 100.7	D: 107.2	E: 89.8	F: 96.9	G: 89.3	H: 96.6	I: 94.1
51: O=C(COc1ccc(NC(=O)C2CCCCC2)cc1)NO
  A: 99.9	B: 103.8	C: 93.7	D: 91.8	E: 96.8	F: 95.9	G: 97.9	H: 92.8	I: 95.0
52: COC(=O)C(C#N)(CCC(=O)c1ccccc1)CCC(=O)c1ccccc1
  A: 97.6	B: 110.5	C: 101.3	D: 86.7	E: 95.3	F: 93.3	G: 102.3	H: .	I: 104.0
53: Cc1cc2nc3c4ccccc4nc-3n(CCN(C)C)c2cc1C
  A: 89.6	B: 96.2	C: 82.6	D: 97.5	E: 56.2	F: 78.1	G: 83.0	H: 92.9	I: 147.2
54: Cn1c(=O)c2[nH]c(SCCN3CCCCC3)nc2n(C)c1=S
  A: 101.4	B: 107.3	C: 112.8	D: 100.0	E: 85.0	F: 96.5	G: 103.6	H: 110.8	I: 108.1

11 entries from above, with tabs:
entry	SMILES	SF-539	DU-145	786-0	SF-295	UO-31	PC-3	SN12C	U251	TK-10
44	O=C(CCN1C(=O)c2ccccc2C1=O)c1ccccc1	102.8	111.2	122.2	91.8	97.3	95.8	112.2	103.1	91.6
45	OCC1Cc2ccccc2C1	101.0	110.7	109.3	97.8	76.4	95.4	100.5	103.5	106.8
46	OCCN1CCNCC1	105.4	110.1	100.8	96.2	95.7	94.2	99.4	96.9	96.3
47	Cn1c(=O)c2c(nc(NCCc3ccc(O)c(O)c3)n2CCc2ccccc2)n(C)c1=O	93.2	99.0	95.6	103.0	72.0	83.2	91.6	85.3	81.0
48	CC(/C=C/c1ccc(Br)cc1)c1ccc(Br)cc1 (stereo not drawn)	110.9	115.7	97.6	116.3	68.9	91.8	101.0	93.1	88.9
49	O=C(c1cccnc1)c1cc(-c2ccccn2)c(=O)n2ccccc12	103.9	117.5	88.3	116.0	80.2	94.4	103.6	108.8	115.9
50	C=C(C)[C@@H](/C=C/[C@@H](C)[C@H]1CC[C@H]2C3=CC[C@H]4C[C@@H](O)CC[C@]4(C)[C@H]3CC[C@]12C)CC	93.5	115.7	100.7	107.2	89.8	96.9	89.3	96.6	94.1
51	O=C(COc1ccc(NC(=O)C2CCCCC2)cc1)NO	99.9	103.8	93.7	91.8	96.8	95.9	97.9	92.8	95.0
52	COC(=O)C(C#N)(CCC(=O)c1ccccc1)CCC(=O)c1ccccc1	97.6	110.5	101.3	86.7	95.3	93.3	102.3	.	104.0
53	Cc1cc2nc3c4ccccc4nc-3n(CCN(C)C)c2cc1C	89.6	96.2	82.6	97.5	56.2	78.1	83.0	92.9	147.2
54	Cn1c(=O)c2[nH]c(SCCN3CCCCC3)nc2n(C)c1=S	101.4	107.3	112.8	100.0	85.0	96.5	103.6	110.8	108.1
